# S100A4 inh HTS: inhibitors of human S100A4 binding to myosin IIA peptide | P26447 | S100A4/TAMRA-MyoIIA peptide fluorescence polarization | inhibition, % at 10.7 µM | 360,000 compounds, 0.14% hits | AID 652163;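 active means mean inhibition of at least 70% across replicates, with every replicate also reaching that level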
# Target sequence (P26447 whole entry, looked up): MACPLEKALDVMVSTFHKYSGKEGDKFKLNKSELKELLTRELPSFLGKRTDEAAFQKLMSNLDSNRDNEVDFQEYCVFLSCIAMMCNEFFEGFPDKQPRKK
#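 Assay system: human S100A4 monomer with TAMRA-labelled myosin IIA peptide / Buffer or medium: Calcium-containing HEPES buffer, pH 7.2 / Reagent: TAMRA-labelled myosin IIA heavy-chain peptide probe, 5 nM / Compound: one dose per compound / Timing: polarization read 5 min after assay mix addition, stable 5–60 min / Benchmarks: neutral control DMSO, positive control TFP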
# EWS-Fli inh: EWS/Fli transcriptional activity inhibition | inhibition, % at 12.6 µM | A673 NR0B1-luciferase reporter, viability-normalised | 350,000 compounds, 0.67% hits | AID 651661;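 active means mean inhibition of at least 50% after viability correction, with every replicate also passing that limit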;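 further: firefly luciferase signal divided by Alamar Blue viability fluorescence both relative to DMSO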
# FN deposit inh: fibronectin deposition inhibition; inhibition, % at 12.6 µM; AID 743247; AH1F fibroblasts, Alexa488-fibronectin deposition fluorescence, overnight; 350,000 compounds, 0.086% hits;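 active means mean inhibition across replicates of 30% or more, regardless of how many single replicates reach that level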;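 further: positive control wells lacked labelled fibronectin entirely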
#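 Material: AH1F fibroblast monolayer depositing Alexa488-labelled fibronectin into matrix / Amount: 10000 AH1F cells per well / Signal: fluorescence 485/525 nm / Medium: DMEM, 2% serum / Compound: single dose, pinned / Incubation: 1 h cell adhesion before compound, then overnight fibronectin incubation / Reagent: Alexa488-FN, 24 nM final / Read-out: inhibition of fibronectin deposition signal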
# E-sel inducer: E-selectin induction on HUVECs. P16581. HUVEC E-selectin immunofluorescence imaging; normalized: neutral wells 0, TNF-alpha wells 100. activation, % at 7.58 µM. 260,000 compounds, 0.37% hits;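 active means mean E-selectin-positive cell signal at least 10% of the positive control, reached in at least 60% of replicates, without over 20% cell loss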;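 further: in these data hits start at about 27%; measured in HUVEC primary endothelial cells; signal is the percent of cells scored E-selectin positive by PE staining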
#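 material = human umbilical vein endothelial cells (HUVEC), E-selectin induction | quantity = 3,000 cells/well | medium = EGM-2 growth medium on 0.1% gelatin-coated wells | technique = immunofluorescence imaging | read-out basis = % PE-positive cells | control set = TNF-alpha positive control, DMSO neutral control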
# Xi reactivation: reactivates the inactive X chromosome in mouse fibroblasts; XiGFP mouse fibroblasts, % GFP-positive cells imaging, 3 d; cells co-treated with 5-aza-dC sensitizer; scaled so ellipticine positive control = 100%; activation, % at 7.58 µM; 360,000 compounds, 0.055% hits;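 active means mean normalized replicate activation at least 10% and every replicate at or above 10%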;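 further: 0% = median of on-plate neutral control wells and 100% = ellipticine 6 µM median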
#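 Assay system – SV40-immortalized XiGFP fibroblast cells, line 68-5-11 · Buffer or medium – DMEM supplemented with 5-aza-dC as sensitizing agent · Dosing – one concentration, pinned · Benchmarks – positive control ellipticine, 6 µM final · Times – 3 days compound exposure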
# RAD54 inh: blocks human RAD54 Holliday junction branch migration; 360,000 compounds, 0.14% hits; AID 602329; inhibition, % at 10.4 µM; FAM/BHQ fluorescence; Q92698;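 active means mean normalized replicate activity at least 40 and at least half of replicates scoring 40 or more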;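 further: 0% = median of neutral control wells and 100% = median of positive control wells; inhibitors cause a drop in the FAM fluorescence signal; in these data hits start at about 50%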
# RAD52 anneal inh: blocks human RAD52 DNA annealing; P43351; recombinant RAD52 DNA annealing, FRET fluorescence; inhibition, % at 18.7 µM; 360,000 compounds, 0.46% hits; AID 651710;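 active means every replicate showing at least 50% inhibition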
# Target sequence (P43351 whole entry, looked up): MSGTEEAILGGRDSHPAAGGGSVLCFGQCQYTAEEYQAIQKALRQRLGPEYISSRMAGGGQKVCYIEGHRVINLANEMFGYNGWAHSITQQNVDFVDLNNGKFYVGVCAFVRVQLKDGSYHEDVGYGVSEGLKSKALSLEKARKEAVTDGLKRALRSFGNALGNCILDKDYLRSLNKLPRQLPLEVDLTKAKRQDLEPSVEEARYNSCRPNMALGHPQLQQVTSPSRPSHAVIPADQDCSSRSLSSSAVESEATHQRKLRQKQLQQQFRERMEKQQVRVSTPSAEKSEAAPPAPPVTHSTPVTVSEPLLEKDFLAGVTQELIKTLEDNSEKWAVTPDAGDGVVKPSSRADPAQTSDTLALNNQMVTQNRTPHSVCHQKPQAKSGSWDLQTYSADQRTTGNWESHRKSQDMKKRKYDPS
# esBAF inh: inhibitors of esBAF chromatin remodeling in mouse ES cells; Bmi1-luciferase knock-in reporter, 24 h; 100% = twice the neutral-well signal; 350,000 compounds, 2% hits; reporter increase, % at 12.5 µM; in the data active means activation above about 40%;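 further: 0% = median of the plate's neutral control wells and 100% = double that signal; a rise in the Bmi1 reporter signal indicates esBAF inhibition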
# Numbers without * were called inactive; · = not tested or not shown; & = joins results of further samples. Random draw from the library; about 3% have a hit in one of these screens.
# Fields: S100A4 inh HTS	EWS-Fli inh	FN deposit inh	E-sel inducer	Xi reactivation	RAD54 inh	RAD52 anneal inh	esBAF inh
> O=C(Nc1ccc(F)cc1)N1[C@@H]2CNC[C@H]1C2c1ccc(-c2ccc(F)cc2)cc1 (some centres not stated)
    -70	-1	4	-0.6	0.4	·	51*	·
> COc1ccc(OC)c(C2NC(=S)NC(C)=C2C(=O)Nc2ccccn2)c1 (configuration not stated)
    -10	5	6	6.4	0.3	·	0	·
> COc1ccc(-c2ccc3c(c2)O[C@@H](CN(C)C(C)=O)[C@@H](C)CN([C@@H](C)CO)S3(=O)=O)cc1
    -4	-22	-3	0.1	-1.0	-3	9	6
> Cc1cccc(CC(=O)N2CCN(C(=O)c3ccco3)CC2)c1
    -1	·	-3	-0.5	0.0	-6	-4	-6
> NS(=O)(=O)c1cccc(NC(=O)C2CC(=O)N(Cc3ccco3)C2)c1 (configuration not stated)
    2	1	3	0.2	0.5	-3	-17	·
> Cc1ccc2oc(Nc3nc(-c4ccccc4)cc(=O)[nH]3)nc2c1
    -4	-20	2	·	6.3	·	-15	·
> Cc1cc(=O)c2c(o1)CC(C)(C)CC2=O
    2	-2	·	·	·	5	-9	-3
> COc1ccc(/C(C)=N/NC(=O)c2ccc(NS(=O)(=O)c3cccs3)cc2)cc1
    -1	-9	1	·	-0.1	-9	-29	·
> O=C(Nc1cc(F)ccc1F)N1[C@@H]2CNC[C@H]1C2c1ccc(-c2ccncc2)cc1 (some centres not stated)
    18&-19	-10&41	-1&6	-0.1&0.2	0.1&0.0	·	5&10	·
> CO[C@@H]1CN(C)C(=O)c2cc(NC(=O)c3ccno3)ccc2OC[C@H](C)N(S(C)(=O)=O)C[C@H]1C
    2	-5	-3	-0.1	0.0	·	-60	·
> C[C@H]1CN([C@@H](C)CO)C(=O)CCCn2cc(nn2)CO[C@H]1CN(C)C(=O)Nc1cccc(C(F)(F)F)c1
    -6	0	6	0.3	0.3	9	2	3
> COc1ccc(S(=O)(=O)NNC(=O)c2cc3ccccc3o2)cc1
    -2	1	4	·	0.4	·	-2	·
> Cc1nc(N)sc1-c1csc(Nc2ccc(Cl)cn2)n1
    -1	-20	·	·	·	-7	-10	30
> CC1(C(=O)NC(=S)N(Cc2ccccc2)c2ccccn2)CC1(Cl)Cl (configuration not stated)
    4	-15	1	·	0.2	·	4	·
> COc1ccc(CN(C)C(=O)Cn2cnc3c(NCc4ccccc4)ncnc32)cc1OC
    3	10	12	0.0	0.7	-6	-3	-1
> CC1(c2ccc3ccccc3c2)NC(=O)N(CC(=O)NCC(C)(C)N2CCOCC2)C1=O (configuration not stated)
    -6	2	-7	-2.1	0.3	1	1	-7
> CCOc1ccc(C(=O)C[n+]2ccc(C(=O)NCc3ccccc3)cc2)cc1
    -20	-11	-1	0.5	-0.9	·	-20	·
> Clc1ccc(CONc2ncnc3nonc23)c(Cl)c1
    1	-83	6	10	0.1	-2	-4	53*
> CCN=C1S/C(=C\c2cn(CC)c3ccccc23)C(=O)N1CC
    -2	18	-4	·	0.0	·	-18	·
> COc1ccc(S(=O)(=O)N(C)CC(=O)N2CCCC2)cc1OC
    1	12	3	·	0.2	8	-3	-6
> O=[N+]([O-])c1ccc2c(c1)C=C1CCCCC1(N1CCCC1)O2 (configuration not stated)
    4	-6	7	1.7	-0.1	7	-2	·
> Cc1ccc(NC2CCCN(C(=O)CSc3ccccn3)C2)cc1C (configuration not stated)
    0	·	10	-0.8	-0.1	-7	-31	-2
> CC(OC(=O)C(C)N1C(=O)C2C3C=CC(C4CC34)C2C1=O)C(=O)c1ccccc1 (configuration not stated)
    1	-6	10	0.3	0.1	4	-10	1
> Cc1noc(C)c1S(=O)(=O)Nc1cccc2c1O[C@H](CN(C)S(C)(=O)=O)[C@H](C)CN([C@@H](C)CO)C2=O
    -20	0	·	-8.7	0.1	-3	-32	-1
> CCOC(=O)CCCC(=O)Nc1ncnc2c1C(c1ccccc1)c1c(ccc3ccccc13)O2 (configuration not stated)
    -1	5	5	-0.1	-0.1	11	-11	5
> CC(=O)c1ccc2c(c1)OCCOCCOCCO2
    -2	3	7	·	0.2	0	-9	9
> CCC(C(=O)NC(C)(C)C)n1c(-c2ccc(C)cc2)nc2ccccc21 (configuration not stated)
    11	-7	6	-0.2	-0.2	·	-12	·
> CCOc1ccccc1NC(=O)C1CCCN1S(=O)(=O)c1ccc2c(c1)C(C)(C)C(=O)N2C (configuration not stated)
    -5	12	-1	0.1	0.0	0	-9	5
> CCOC(=O)CC1C(=O)NCCN1S(=O)(=O)c1ccc(Cl)cc1Cl (configuration not stated)
    ·	·	-2	-2.9	·	-15	·	-1
> COc1ccc(NC(=S)NCCSc2ccc(C)cc2)c(OC)c1
    -1	·	-14	·	·	-11	9	·

# Profiles, looked up by structure.
# COc1ccc(S(=O)(=O)NNC(=O)c2cc3ccccc3o2)cc1 in the list: S100A4 inh HTS = -2; EWS-Fli inh = 1; FN deposit inh = 4; E-sel inducer = ·; Xi reactivation = 0.4; RAD54 inh = ·; RAD52 anneal inh = -2; esBAF inh = ·
# Cc1ccc(NC2CCCN(C(=O)CSc3ccccn3)C2)cc1C (configuration not stated) in the list: S100A4 inh HTS = 0; EWS-Fli inh = ·; FN deposit inh = 10; E-sel inducer = -0.8; Xi reactivation = -0.1; RAD54 inh = -7; RAD52 anneal inh = -31; esBAF inh = -2

# Next entries
# Fields: S100A4 inh HTS	EWS-Fli inh	FN deposit inh	E-sel inducer	Xi reactivation	RAD54 inh	RAD52 anneal inh	esBAF inh
> COc1ccc(NC(=O)N(C)C[C@@H]2Oc3c(NC(=O)Nc4cccc5ccccc45)cccc3C(=O)N([C@@H](C)CO)C[C@@H]2C)cc1
    -5	6	0	0.2	0.1	-7	-1	0
> CC(=O)N1CCC(=NNc2nc3ccccc3s2)CC1
    0	-51	18	·	-0.1	3	-8	·
> CCOC(=O)N1CCN=C1SCc1ccc(C(F)(F)F)cc1
    2	-3	·	0.5	0.0	·	-13	·
> Cc1ccc(NC(=O)CSc2ncccn2)c([N+](=O)[O-])c1
    -1	4	-5	·	0.0	·	-11	·
> CCOC(=O)c1nc(C)nc(Sc2n[nH]c(-c3cc(Cl)cc(Cl)c3)n2)c1C
    0	4	-15	-1.3	0.4	·	0	·
> C[C@@H]1CN([C@H](C)CO)C(=O)c2cccc(NC(=O)c3cnccn3)c2O[C@@H]1CN(C)C(=O)Nc1cccc2ccccc12
    -1	6	-3	-0.1	-1.1	4	-9	0
> CC1CCN(c2nc3c(=O)[nH]c(N)nc3n2[C@@H]2O[C@H](CO)[C@@H](O)[C@H]2O)CC1
    -11	-5	3	69*	0.3	-5	-11	2
> Cc1ccc(C(=O)OCC(=O)N2CCC(c3ccccc3)=N2)c(C)c1
    -9	2	-5	-2.5	-0.2	-9	-13	·
> COc1ccc(CN(C)C[C@@H]2OCCCC[C@H](C)Oc3ccc(NC(=O)Nc4cccc5ccccc45)cc3C(=O)N([C@H](C)CO)C[C@@H]2C)cc1
    -40	-12	·	0.1	0.0	5	0	-3
> Cc1ccc(C)c(NC(=O)CCN2CCCCC2)c1
    -6	3	5	0.7	0.1	-6	-16	-1
> COCCN(C(=O)COC(=O)c1cc2ccccc2cc1OC)c1c(N)n(Cc2ccccc2)c(=O)[nH]c1=O
    2	1	2	4.7	0.2	·	-15	10
> CC(=O)N(c1nnc(-c2cccc(C)c2)s1)C1CCCC1
    -20	-68	2	0.2	0.0	-1	8	52*
> Cc1nc2ccn(Cc3ccccc3)c(=O)c2cc1C(=O)N1CCN(c2ccccc2)CC1
    -1	·	0	·	0.1	-1	-10	5
> CC(C)c1ccc(NC(=O)NC2(C(=O)NCc3cccnc3)CCCCC2)cc1
    -1	2	-4	·	0.0	3	-5	4
> N#Cc1cccc(-c2ccc([C@H]3[C@@H](CO)N[C@@H]3CNC(=O)C3CCCC3)cc2)c1
    1	·	-15	0.4	-0.1	·	-37	·
> COc1cccc(NC(=O)CCNC(=O)N2CC(=O)Nc3ccccc32)c1
    -5	4	0	·	0.1	-5	2	1
> O=C(c1ccc2c3n(nc2c1)-c1ccc(Cl)cc1CO3)N1CCCCC1
    2	-125	-6	0.1	0.0	-8	11	47*
> CCOc1ccc(C(=O)O)cn1
    -4	-3	·	·	·	11	-9	1
> COc1cccc(-c2cnc(C(O)c3ccc(Cl)cc3C)[nH]2)c1 (configuration not stated)
    -1	-16	-3	0.1	0.0	7	-9	-1
> CCC(=O)Nc1ccc(C(=O)Nc2ccc(OC)cc2[N+](=O)[O-])cc1
    7	-1	12	5.1	0.6	·	-29	·
> Cc1ccc(NC(=O)c2ccccc2-c2ccc(C(F)(F)F)cc2)cc1S(=O)(=O)N1CCOCC1
    ·	·	9	-1.8	0.0	-2	·	·
> CC(=O)Nc1ccc(CNc2ncnc3ccc(-c4c(C)noc4C)cc23)cc1
    -4	70*	-5	-0.2	0.0	3	-6	12
> O=C(CC1CC1)N1CC[C@@H]2[C@H](CO)Nc3ccc(-c4ccccc4)cc3[C@@H]21
    -15	10	6	-0.3	0.0	-11	-9	-1
> COC(=O)c1ccc(C2=NOC(C)(c3nnc(Cc4ccccc4)o3)C2)cc1 (configuration not stated)
    -1	-3	1	0.5	0.2	-3	-5	4
> COc1ccc(C(=O)N2CCC(C(=O)Nc3ccc(C)cc3)CC2)cc1
    0	19	1	·	-0.2	·	2	·
> O=C(N/C=C/n1cnc2cc(C(F)(F)F)ccc21)c1ccc(F)cc1
    3	-2	10	-0.1	1.1	5	-69	-4
> COc1cccc(C(C(=O)NC(C)(C)C)N(Cc2ccco2)C(=O)CCC(=O)Nc2cc(C)on2)c1OC (configuration not stated)
    0	1	0	·	0.0	·	-1	·
> CS(=O)(=O)N(CC(=O)Nc1ccccc1-c1ccccc1)c1ccc(F)cc1
    0	3	-20	·	0.4	·	-18	·
> CCOC(=O)c1c(S(=O)(=O)NCC(=O)Nc2cc(C)ccc2C)c(C)n(C)c1C
    0	3	6	·	0.0	-16	-7	-1
> CCCN(CCC)CCCNC(=O)c1cn(CC)c2ccc(S(=O)(=O)N3CCOCC3)cc2c1=O
    1	-3	2	0.0	0.1	-9	-6	-8
> COc1ccc(C(=O)Nc2cc(=O)n(C)c(=O)n2C)cc1OC
    -9	-8	-2	-0.3	0.0	-2	-1	-1
> CC1(C)OC(c2ccccc2)=C/C(=C\C=N\NC(=O)c2ccncc2)O1
    1	12	-7	·	0.1	3	-12	·
> Cc1cccc(OCC(=O)NCC(=O)N/N=C/c2ccc(O)cc2O)c1
    -2	24	8	5.5	-0.1	·	6	2
> Cc1noc(C)c1C(=O)OCC(=O)Nc1cccc(F)c1
    3	-16	6	0.0	0.3	3	-8	8
